Assay outcomes deposited in PubChem by Broad Institute.
TcdB GH inh: TcdB glycohydrolase inhibitors, primary screen, biochemical, single point, plate reader; Toxin B (Clostridioides difficile), P18177; inhibition, % at 9.99 µM; 0.24% of 350,000 active; TcdB glycohydrolase enzymatic assay; in the data active = inhibition above about 10%
Numbers without * were called inactive; & = joins results of further samples. The list is partial, so the mix of outcomes need not match the whole.

O=C(c1ccc2c(c1)OCO2)N1C[C@H]2[C@@H](c3ccccc31)[C@H](CO)N2C(=O)CC1CC1
  TcdB GH inh: -0.5
CO[C@H](CN(C)C(=O)c1ccc2c(c1)OCO2)[C@H](C)CN([C@H](C)CO)S(=O)(=O)c1ccc(F)cc1
  TcdB GH inh: -1.7
COc1ccc(CN(C)C[C@@H]2Oc3ccc(NS(=O)(=O)c4cn(C)cn4)cc3C(=O)N([C@@H](C)CO)C[C@H]2C)cc1
  TcdB GH inh: -0.3
COc1ccc(S(=O)(=O)N[C@H]2CC[C@H](CC(=O)NCCc3ccccc3)O[C@H]2CO)cc1
  TcdB GH inh: -0.6
C[C@@H]1CN([C@H](C)CO)C(=O)c2cc(NC(=O)CCC(F)(F)F)ccc2O[C@@H]1CN(C)C(=O)NC1CCCCC1
  TcdB GH inh: 0.4
CC(C)NC(=O)Nc1ccc2c(c1)CC(=O)N([C@@H](C)CO)C[C@@H](C)[C@@H](CN(C)Cc1ccc(C(=O)Nc3ccccc3N)cc1)O2
  TcdB GH inh: 1.4
CN(C)CCCNC(=O)[C@H]1[C@H](CO)[C@H]2Cn3c(ccc(-c4cccnc4)c3=O)[C@@H]1N2C(=O)CC1CC1
  TcdB GH inh: -5.3
COc1cccc(CN2C[C@@H]3N[C@H](C2)C3c2ccc(-c3ccc(C#N)cc3)cc2)c1 (some centres undefined)
  TcdB GH inh: -1.3&-1.2
N#C[C@H]1[C@H](c2ccc(C#CC3CCCCC3)cc2)[C@@H](CO)N1C(=O)Nc1ccc(F)cc1
  TcdB GH inh: 0.2
COc1ccc2c3c(n(C)c2c1)[C@H](CO)N(C(=O)c1ccccn1)CC31CCN(C(=O)Cc2ccccc2)CC1
  TcdB GH inh: 1.5
O=C(C1CCCC1)N1CC(=O)N2[C@H](CO)[C@H](c3ccc(Br)cc3)[C@H]2C1
  TcdB GH inh: -0.7
CNC[C@@H]1Oc2ccc(NS(C)(=O)=O)cc2C(=O)N([C@H](C)CO)C[C@@H]1C
  TcdB GH inh: 0.7
COc1ccc(CN(C)C[C@@H]2Oc3ccc(NS(=O)(=O)c4ccccc4)cc3C(=O)N([C@H](C)CO)C[C@H]2C)cc1
  TcdB GH inh: -0.3
C[C@@H]1CN([C@@H](C)CO)C(=O)c2cc(-c3cccc(F)c3)cnc2O[C@@H]1CN(C)C(=O)C1CCOCC1
  TcdB GH inh: 0.1
COc1ccc(CN(C)C[C@@H]2Oc3c(NC(=O)CCCCCC(=O)Nc4ccccc4N)cccc3C(=O)N([C@@H](C)CO)C[C@H]2C)cc1
  TcdB GH inh: -0.4

CN1c2ccc(-c3cccc(C#N)c3)cc2[C@H]2[C@H](CCN2S(=O)(=O)c2ccccc2)[C@H]1CO
  TcdB GH inh: -1.6
C[C@@H]1CN([C@H](C)CO)C(=O)c2cc(NC(=O)Nc3ccc(C(F)(F)F)cc3)ccc2O[C@H]1CN(C)Cc1ccc(Oc2ccccc2)cc1
  TcdB GH inh: -1.5
Cc1noc(C)c1NC(=O)Nc1ccc2c(c1)C(=O)N([C@H](C)CO)C[C@H](C)[C@@H](CN(C)Cc1ccc(Cl)c(Cl)c1)OCCCC[C@H](C)O2
  TcdB GH inh: -0.2
CC(C)NC(=O)Nc1ccc2c(c1)C(=O)N([C@@H](C)CO)C[C@H](C)[C@@H](CN(C)C(=O)NC(C)C)O2
  TcdB GH inh: 0.5
COc1ccc(CN(C)C[C@H]2OCCCC[C@@H](C)Oc3ccc(NS(=O)(=O)c4cn(C)cn4)cc3C(=O)N([C@H](C)CO)C[C@H]2C)cc1
  TcdB GH inh: 0.5
C[C@@H]1CN([C@H](C)CO)C(=O)c2cc(NS(=O)(=O)c3ccccc3)ccc2O[C@H]1CN(C)C(=O)NC1CCCCC1
  TcdB GH inh: -6.8
O=C(C[C@H]1C=C[C@@H](NC(=O)CC2CC2)[C@@H](CO)O1)NCC(F)(F)F
  TcdB GH inh: -4.1
CC(=O)N(C)C[C@@H]1[C@H](c2ccc(-c3ccccc3)cc2)[C@H](CO)N1C(=O)C1CC1
  TcdB GH inh: 0.1
C[C@@H]1CN([C@H](C)CO)C(=O)c2cc(C#Cc3cccnc3)cnc2O[C@@H]1CN(C)C(=O)CN(C)C
  TcdB GH inh: 0.1
CN1C(=O)c2cc(NC(=O)c3ccccc3F)ccc2OC[C@@H]2O[C@@H](CC(=O)NCc3ccc4c(c3)OCO4)CC[C@@H]21
  TcdB GH inh: -0.1
COc1ccc(S(=O)(=O)Nc2ccc3c(c2)CC(=O)N([C@H](C)CO)C[C@H](C)[C@H](CN(C)C(=O)Nc2c(C)noc2C)O3)cc1
  TcdB GH inh: 0.2
C[C@@H]1CCCCO[C@H](CN(C)CC2CC2)[C@@H](C)CN([C@H](C)CO)C(=O)c2cc(NC(=O)Nc3ccc4c(c3)OCO4)ccc2O1
  TcdB GH inh: 0.3
COc1cccc(S(=O)(=O)Nc2ccc3c(c2)C(=O)N(C)C[C@H](OC)[C@H](C)CN[C@H](C)CO3)c1
  TcdB GH inh: 0.2
Cc1noc(C)c1NC(=O)N(C)C[C@H]1OCCCC[C@@H](C)Oc2ccc(NC(=O)NC(C)C)cc2C(=O)N([C@@H](C)CO)C[C@H]1C
  TcdB GH inh: 0.4
O=S(=O)(N[C@@H]1CC[C@@H](CCn2cc(C3(O)CCCC3)nn2)O[C@@H]1CO)c1ccccc1
  TcdB GH inh: 0.2

C[C@H]1CN([C@@H](C)CO)C(=O)c2cc(/C=C/c3ccccc3)cnc2O[C@H]1CN(C)C(=O)c1ccncc1
  TcdB GH inh: -8.4
C[C@@H]1CCCCO[C@H](CN(C)Cc2ccc(C(=O)O)cc2)[C@H](C)CN([C@H](C)CO)C(=O)c2cc(NS(C)(=O)=O)ccc2O1
  TcdB GH inh: 0.7
C[C@@H]1CN([C@H](C)CO)S(=O)(=O)c2ccc(C#CCN(C)C)cc2O[C@@H]1CN(C)Cc1ccccn1
  TcdB GH inh: -0.6
CCC(=O)N(C)C[C@H]1Oc2ncc(-c3ccc(C#N)cc3)cc2C(=O)N([C@H](C)CO)C[C@H]1C
  TcdB GH inh: 1.0
CO[C@@H]1CN(C)C(=O)c2ccc(NC(=O)c3ccccc3)cc2OC[C@@H](C)N(C(=O)CN(C)C)C[C@@H]1C
  TcdB GH inh: 1.2
C[C@H]1CN([C@@H](C)CO)C(=O)c2cccc(NS(=O)(=O)c3cccs3)c2O[C@H]1CN(C)C(=O)NC1CCCCC1
  TcdB GH inh: -0.2
Cc1ccc(S(=O)(=O)Nc2cccc3c2O[C@@H](CN(C)S(=O)(=O)c2ccc(Cl)cc2)[C@H](C)CN([C@H](C)CO)C3=O)cc1
  TcdB GH inh: -0.4
C[C@@H]1CN([C@@H](C)CO)C(=O)c2cc(NC(=O)Nc3cccc4ccccc34)ccc2O[C@@H](C)CCCCO[C@H]1CN(C)Cc1ccc(Cl)c(Cl)c1
  TcdB GH inh: -0.5
C[C@@H]1CN([C@H](C)CO)C(=O)c2cccc(NS(=O)(=O)c3ccc(F)cc3)c2O[C@@H]1CN(C)Cc1ccc(Cl)c(Cl)c1
  TcdB GH inh: -0.9
O=C(C[C@H]1C[C@H]2c3cc(NC(=O)C4CCOCC4)ccc3O[C@H]2[C@H](CO)O1)NCc1ccccc1F
  TcdB GH inh: -0.5
C[C@@H]1CN([C@@H](C)CO)C(=O)c2cc(NC(=O)Cc3ccccc3)ccc2O[C@@H](C)CCCCO[C@@H]1CN(C)C(=O)C1CCCCC1
  TcdB GH inh: -0.4
C[C@H](CO)N1C[C@H](C)[C@@H](CN(C)S(C)(=O)=O)OCc2ccccc2-c2c(n(C)c3ccccc23)C1=O
  TcdB GH inh: -0.4
C[C@@H]1CN([C@@H](C)CO)C(=O)Cc2cc(NS(=O)(=O)c3cn(C)cn3)ccc2O[C@H]1CN(C)Cc1ccccc1
  TcdB GH inh: 0.5
CO[C@H]1CC[C@H]2CCOc3c(C#N)cccc3C(=O)N(C)CC3(CCCCC3)CC(=O)N(C)C[C@H]1O2
  TcdB GH inh: -1.3
CN(C)c1ccc2c(c1)[C@@H]1C[C@H](CC(=O)NCc3ccc(Cl)cc3)O[C@H](CO)[C@@H]1O2
  TcdB GH inh: -22

Given as comma-separated lines: entries from further up.
compound,TcdB GH inh
C[C@H](CO)N1C[C@H](C)[C@@H](CN(C)S(C)(=O)=O)OCc2ccccc2-c2c(n(C)c3ccccc23)C1=O,-0.4
C[C@@H]1CN([C@@H](C)CO)C(=O)Cc2cc(NS(=O)(=O)c3cn(C)cn3)ccc2O[C@H]1CN(C)Cc1ccccc1,0.5
CO[C@H]1CC[C@H]2CCOc3c(C#N)cccc3C(=O)N(C)CC3(CCCCC3)CC(=O)N(C)C[C@H]1O2,-1.3

The list goes on:
C[C@H](CO)N1C[C@H](C)[C@@H](CN(C)Cc2cccnc2)Oc2cc(C3=CCCC3)ccc2S1(=O)=O
  TcdB GH inh: 0.0
O=C(NCC[C@H]1CC[C@H](NS(=O)(=O)c2ccc(Cl)cc2)[C@H](CO)O1)c1ccccc1F
  TcdB GH inh: 0.9
COC(=O)C[C@H]1CC[C@@H]2[C@@H](COc3ccc(NC(=O)c4cccc(Cl)c4)cc3C(=O)N2C)O1
  TcdB GH inh: 7.0
C[C@@H]1CN([C@@H](C)CO)C(=O)c2cc(NC(=O)c3ccncc3)ccc2O[C@@H](C)CCCCO[C@H]1CN(C)Cc1ccc(C(F)(F)F)cc1
  TcdB GH inh: 1.1
Cc1ccc(S(=O)(=O)N(C)C[C@@H]2OCCCC[C@@H](C)Oc3ccc(NC(=O)Nc4ccccc4)cc3C(=O)N([C@H](C)CO)C[C@H]2C)cc1
  TcdB GH inh: 0.5
CN1C(=O)c2cc(NC(=O)Nc3ccccc3)ccc2OC[C@@H]2O[C@@H](CC(=O)NC3CCC3)CC[C@H]21
  TcdB GH inh: -6.0
Cc1ccc(S(=O)(=O)Nc2ccc3c(c2)C(=O)N([C@H](C)CO)C[C@H](C)[C@H](CN(C)Cc2ccc(C(F)(F)F)cc2)OCCCC[C@@H](C)O3)cc1
  TcdB GH inh: 1.1
C[C@H]1CN([C@@H](C)CO)C(=O)Cc2cc(N(C)C)ccc2O[C@H]1CN(C)C
  TcdB GH inh: -5.1
C[C@H](CO)N1C[C@H](C)[C@@H](CN(C)Cc2ccncc2)OCCCC[C@H](C)Oc2ccc(NS(=O)(=O)c3cccs3)cc2C1=O
  TcdB GH inh: 0.2
CCC(=O)Nc1ccc2c(c1)C(=O)N(C)C[C@@H](OC)[C@H](C)CN(Cc1ccccc1OC)[C@H](C)CO2
  TcdB GH inh: -18
CCCC(=O)Nc1ccc2c(c1)C(=O)N(C)C[C@@H](OC)[C@H](C)CN(Cc1cccc(F)c1)[C@H](C)CO2
  TcdB GH inh: -0.7
C[C@H]1CN([C@@H](C)CO)S(=O)(=O)c2ccc(-c3cccnc3)cc2O[C@@H]1CN(C)C(=O)NC1CCCCC1
  TcdB GH inh: 1.3
CN1C(=O)c2cc(NC(=O)C3CCCCC3)ccc2OC[C@H]2O[C@@H](CC(=O)NCC3CCCCC3)CC[C@@H]21
  TcdB GH inh: 0.2
CNC(=O)C[C@H]1CC[C@@H]2[C@H](COc3ccc(NC(=O)Nc4ccc(Cl)cc4)cc3C(=O)N2C)O1
  TcdB GH inh: 8.3
C[C@@H]1CN([C@H](C)CO)S(=O)(=O)c2ccc(C3=CCCCC3)cc2O[C@@H]1CN(C)Cc1cncnc1
  TcdB GH inh: -4.6

N#C[C@H]1[C@H](c2ccccc2C2=CCCCC2)[C@H](CO)N1S(=O)(=O)c1ccccc1
  TcdB GH inh: 1.1
C[C@H]1CCCCO[C@H](CN(C)Cc2ccc(Cl)c(Cl)c2)[C@@H](C)CN([C@@H](C)CO)C(=O)c2cc(NC(=O)Nc3cccc4ccccc34)ccc2O1
  TcdB GH inh: -8.0
COc1ccc(NC(=O)Nc2cccc3c2O[C@@H](CN(C)S(=O)(=O)c2ccccc2)[C@@H](C)CN([C@@H](C)CO)C3=O)cc1
  TcdB GH inh: 0.9
CNC[C@@H]1Oc2ccc(NS(=O)(=O)c3ccc(F)cc3)cc2CC(=O)N([C@H](C)CO)C[C@H]1C
  TcdB GH inh: -2.2
C[C@H]1CN([C@@H](C)CO)C(=O)c2cccc(NC(=O)Nc3ccc4c(c3)OCO4)c2O[C@H]1CN(C)S(C)(=O)=O
  TcdB GH inh: -0.4
COc1ccc(CNC(=O)C[C@H]2C=C[C@H](NC(=O)Nc3ccc4c(c3)OCO4)[C@H](CO)O2)cc1
  TcdB GH inh: 0.1
C[C@H]1CN([C@@H](C)CO)C(=O)c2cc(NC(=O)Cn3cnnn3)ccc2O[C@@H]1CN(C)S(=O)(=O)c1cccs1
  TcdB GH inh: -0.3
COc1ccccc1NC(=O)N(C)C[C@H]1Oc2cc(Br)ccc2S(=O)(=O)N([C@@H](C)CO)C[C@@H]1C
  TcdB GH inh: 1.8
C[C@@H]1CN([C@@H](C)CO)C(=O)c2cc(C#Cc3ccccn3)cnc2O[C@@H]1CN(C)C(=O)c1cnccn1
  TcdB GH inh: 0.3
C[C@H](CO)N1C[C@H](C)[C@H](CN(C)C(=O)CCCN(C)C)OCc2cnnn2CCCC1=O
  TcdB GH inh: -0.6
C[C@H]1CN([C@@H](C)CO)C(=O)Cc2cc(NC(=O)NC3CCCCC3)ccc2O[C@@H]1CN(C)C(=O)Nc1ccccc1
  TcdB GH inh: -0.5
Cc1noc(C)c1S(=O)(=O)Nc1ccc2c(c1)C(=O)N([C@H](C)CO)C[C@H](C)[C@H](CN(C)Cc1ccncc1)OCCCC[C@@H](C)O2
  TcdB GH inh: 0.2
C[C@H]1CN([C@@H](C)CO)C(=O)c2cccc(NC(=O)CCCCCC(=O)Nc3ccccc3N)c2O[C@@H]1CN(C)CC1CCCCC1
  TcdB GH inh: 0.6
O=C(C[C@H]1C[C@@H]2c3cc(NS(=O)(=O)c4ccc(F)cc4)ccc3O[C@@H]2[C@@H](CO)O1)N1CCc2ccccc2C1
  TcdB GH inh: -2.9
Cc1noc(C)c1NC(=O)N(C)C[C@@H]1Oc2ccc(NS(=O)(=O)c3cn(C)cn3)cc2CC(=O)N([C@H](C)CO)C[C@@H]1C
  TcdB GH inh: -1.2
COc1ccc(S(=O)(=O)Nc2cccc3c2O[C@@H](CN(C)S(=O)(=O)c2c(C)noc2C)[C@H](C)CN([C@@H](C)CO)C3=O)cc1
  TcdB GH inh: -2.6
CCCN(C)C[C@H]1Oc2ncc(-c3ccccc3OC)cc2C(=O)N([C@H](C)CO)C[C@H]1C
  TcdB GH inh: -1.4
COc1ccc(C#Cc2cnc3c(c2)C(=O)N([C@@H](C)CO)C[C@H](C)[C@@H](CN(C)C)O3)cc1
  TcdB GH inh: 0.1
